# Vif-APOBEC3F blk: blocks the Vif interaction with APOBEC3F. Potency, µM (titrated, usually from 46.1 µM), for the others: top-dose activity, negative = active. HeLa A3F-eYFP + Vif (tagged APOBEC3F with the HIV-1 protein that degrades it), YFP fluorescence increase. actives 0.2% (n = 390,000); further: potency means the concentration at half of the fitted maximal effect; % of control where 0% means no effect; nearly all actives have a fitted effect of over 65% in size
#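 HeLa cells stably expressing A3F-eYFP plus Vif, plated and incubated overnight at 37 deg C, then exposed to compounds overnight at 37 deg C. Blocked degradation read as raised yellow fluorescence (Ex 488/Em 500-530).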
# ERG Ets-DNA blk: ERG Ets/DNA interaction inhibition; P11308; fluorescence polarization, His-ERG Ets domain / labelled DNA; Potency, µM (series often up to 76.9 µM), for inactives: top-dose FP activity, negative = inhibition, most hits filed as inhibitors; actives 0.028% (n = 370,000); active means well fitted inhibition curve with a large enough effect in the polarisation, with a control signal flat; inconclusive means small, poorly fitted or top-dose-only effect, or effect the other way, or a change in a side signal; inactive means no such curve, though single readings can be large or run the other way; the % refers to the polarisation;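 further: polarization taken with two DNA probes labelled with fluorescein and Texas red; potency means the concentration at half of the fitted maximal effect; % of control where 0% means no effect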
#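 His-tagged ERG Ets domain (1 uM in the protein solution; 300mM KCl, 50mM Tris-HCl, 1mM EDTA, 1mM DTT, pH 7.5) received compound, then a probe mix of 5 nM fluorescein-DNA and 100nM Texas-615-DNA. Fluorescence polarization was read for both dyes.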
# D2 antag: antagonizes the human D2 dopamine receptor; inhibition, % at 10 µM; actives 2% (n = 340,000); HEK293 TREx D2 cells, calcium flux, dopamine EC80; AID 485344; P14416; in the data active means inhibition above about 30%; further: 0% is about no effect
#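 Inhibition of EC80 dopamine-driven calcium flux, recorded kinetically, defines activity here; cells are a tetracycline-induced HEK293 T-REx line expressing force-coupled D2.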
# D2 agonist: D2 dopamine receptor (human) agonism; activation, % at 2 µM; actives 0.53% (n = 340,000); HEK293 T-REx D2 cells, calcium flux agonist mode; AID 485358; P14416;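 active means activation over 3 SD above normal in the single-dose calcium agonist read, cut at about 30% in these data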; further: 0% is about no effect
#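 Tetracycline-induced HEK293 T-REx cells with force-coupled D2 receptor, plated overnight at 30 C, loaded with no-wash calcium dye. After a 10 s baseline, compound was pin-added and calcium flux read kinetically for 180 s; calcium rises flagged agonists.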
# GRP78 ERSR act: inducers of ER stress response in human glioma cells; actives 0.02% (n = 420,000); U87-MG GRP78 promoter luciferase reporter, 16 h; AID 602332; Potency, µM, for inactives: at the top dose activation, most hits filed as activators; further: potency means the concentration at half of the fitted maximal effect; series mostly up to about 76 µM; % of control where 0% means no effect; nearly all actives have a fitted effect of over 35% in size
#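 ERSR induction read as luciferase luminescence (Bright-Glo, 10 min at room temperature) in stably transfected human U87-MG glioma cells exposed to compounds for 16 h, using GRP78 as sensor.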
# 12-LOX inh: ALOX12 (human) lipoxygenase inhibition | actives 1.1% (n = 580,000) | Potency, µM (doses to about 108 µM), for the others: at the highest dose activity change, negative = inhibition, most hits filed as inhibitors | P18054 | purified 12hLO, xylenol orange hydroperoxide absorbance | AID 1671190; further: potency means the concentration at half of the fitted maximal effect; on the % scale 0 is the no-effect control and ±100 the full control effect
# Target sequence (P18054 whole entry, looked up): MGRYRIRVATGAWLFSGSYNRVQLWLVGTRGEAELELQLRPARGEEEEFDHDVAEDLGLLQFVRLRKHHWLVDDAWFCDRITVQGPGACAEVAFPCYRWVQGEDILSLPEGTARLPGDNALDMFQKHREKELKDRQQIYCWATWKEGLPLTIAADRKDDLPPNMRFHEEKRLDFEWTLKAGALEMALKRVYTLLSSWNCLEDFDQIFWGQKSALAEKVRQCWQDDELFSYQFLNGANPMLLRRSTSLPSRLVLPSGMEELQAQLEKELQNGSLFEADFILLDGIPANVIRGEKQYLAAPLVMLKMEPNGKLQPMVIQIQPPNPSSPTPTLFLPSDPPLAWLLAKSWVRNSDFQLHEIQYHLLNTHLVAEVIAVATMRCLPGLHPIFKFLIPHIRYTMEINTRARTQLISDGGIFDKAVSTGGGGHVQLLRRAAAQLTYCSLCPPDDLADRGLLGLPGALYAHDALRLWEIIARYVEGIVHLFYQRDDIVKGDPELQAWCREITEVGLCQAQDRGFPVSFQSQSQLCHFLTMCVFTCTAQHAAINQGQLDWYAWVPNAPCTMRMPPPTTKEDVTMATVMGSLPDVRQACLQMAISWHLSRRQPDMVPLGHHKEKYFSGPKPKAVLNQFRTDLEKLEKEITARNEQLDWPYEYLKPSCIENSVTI
#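 Purified human 12hLO (150 nM final) in 25 mM Hepes, 0.01% Triton X-100, pH 7.0 was preincubated 15 min at room temperature with compound. Then 40 uM arachidonic acid was added, 30 min. Hydroperoxide was read by Fe-XO absorbance ratio 573/405 nm.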
# RGS4 inhibitor: inhibitors of human regulator of G protein signaling 4; P49798; actives 0.039% (n = 390,000); AID 504845; Potency, µM (titrated, usually from 114 µM), inactives show top-dose activity change, negative = inhibition, hits mostly inhibitors; Transcreener GDP fluorescence polarization, RGS4-accelerated GTP hydrolysis; further: potency means the concentration at half of the fitted maximal effect; on the % scale 0 is the no-effect control and ±100 the full control effect; nearly all actives have a fitted effect of over 75% in size; some results filed as inactive show a strong effect at the top dose
# Target sequence (P49798 whole entry, looked up): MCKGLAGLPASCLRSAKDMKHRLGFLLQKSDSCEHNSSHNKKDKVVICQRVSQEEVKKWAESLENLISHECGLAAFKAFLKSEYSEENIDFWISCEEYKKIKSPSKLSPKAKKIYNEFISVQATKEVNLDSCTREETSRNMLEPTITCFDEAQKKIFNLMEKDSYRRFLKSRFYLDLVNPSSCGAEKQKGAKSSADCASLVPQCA
#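 MLSMR compounds (23 nl, pin-transferred) preincubated 10 min at room temperature with a 500nM (2x) first reagent, then RGS4 at 900nM (2x) plus Transcreener GDP mix added; fluorescence polarization (620/688 nm) read before and after 90 min at 30 °C.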
# Vif-A3G inh: blocks the Vif interaction with human APOBEC3G; Q9HC16; HeLa A3G-eYFP + Vif (tagged APOBEC3G with the HIV-1 protein that degrades it), YFP fluorescence, overnight; Potency, µM (top dose mostly 46.1 µM), for the others: at the highest dose activity, negative = active, hits mostly inhibitors; actives 0.076% (n = 410,000);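 further: potency means the concentration at half of the fitted maximal effect; on the % scale 0 is the no-effect control and ±100 the full control effect; nearly all actives have a fitted effect of over 60% in size; hits raise eYFP signal because A3G escapes Vif-driven loss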
#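 HeLa cells stably expressing Vif and C-terminally eYFP-tagged A3G, seeded overnight at 37 deg C, then exposed to compound by pintool overnight at 37 deg C. Rise in yellow fluorescence (Ex 488/Em 500-530, Acumen) marks blocked Vif-driven A3G degradation.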
# LDHA block: blocks human lactate dehydrogenase A; activity change, % (values are at about 110 or 230 µM); AID 1347041; actives 0.15% (n = 480,000); purified LDHA, NADH/diaphorase-resazurin fluorescence; active compounds read low; P00338; in the data active means activity change below about -30%; inconclusive means mostly about -25% to -30%;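 further: plate controls were DMSO wells for no effect and wells without enzyme for full effect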
#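 Resorufin fluorescence (ex540/em590), read at 0 and 20 min after diaphorase/resazurin addition, reports the NADH left after a 5 min room-temperature reaction of 2 nM human LDH5 with 0.06 mM NADH and 0.2 mM pyruvate.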
# Numbers without * were called inactive; ? = inconclusive; / = not tested or not shown; [ ] = another dose, or the depositor's remark. Unless noted, the call rests on the fitted dose curve; in most records, active means well fitted curve in the direction sought with a large enough effect; inconclusive means small, poorly fitted or top-dose-only effect, or another doubt; inactive means no such curve, though single readings can be large; an effect the other way counts as inactive or inconclusive.
[1] COc1cccc(CNC(=O)CN2C(=O)CSc3ccc(S(=O)(=O)N(C)C)cc32)c1
[2] O=C(c1ccccc1F)N(Cc1cccnc1)Cc1cc2cc3c(cc2[nH]c1=O)OCCO3
[3] COc1ccc(NC(=O)Cc2ccccc2)cc1
[4] O=C(CN1CCN(Cc2ccccc2Cl)CC1)N/N=C/C=C/c1ccco1
[5] Cc1nn(Cc2c(Cl)cccc2Cl)c(C)c1NC(=O)CCCn1nc([N+](=O)[O-])c(Cl)c1C
Screen / compound no.	1	2	3	4	5
Vif-APOBEC3F blk	-5%	-3%	-1%	-8%	-19%
ERG Ets-DNA blk	1%	9%	-7%	-13%	6%
D2 antag	/	11	-10	-1	3
D2 agonist	/	/	1.0	-0.2	-1.1
GRP78 ERSR act	-1%	-2%	8%	0%	-7%
12-LOX inh	-7%	-21%	12%	437%[activator]	-12%
RGS4 inhibitor	-5%	11%	-9%	-48%	17%
Vif-A3G inh	5%	-27%	0%	0%	2%
LDHA block	1	-1	-4	4	-4

[6] CCN(CC)CCN(C(=O)c1ccco1)c1nc2ccc(Cl)cc2s1
[7] Cc1ccc(-c2nc(N)sc2C)cc1
[8] COc1ccccc1NC(=O)Nc1cc(C(C)C)ccc1C
[9] Clc1ccc(OCc2nc(-c3ccc(-n4cccc4)cc3)no2)cc1
[10] CCOc1ccc(/C=N/OCC(=O)Nc2cc(S(=O)(=O)N3CCOCC3)ccc2OC)cc1
Screen / compound no.	6	7	8	9	10
Vif-APOBEC3F blk	0%	5%	-2%	4%	-3%
ERG Ets-DNA blk	-3%	-4%	1%	2%	3%
D2 antag	/	-3	-11	/	/
D2 agonist	0.8	0.9	-0.4	-0.6	/
GRP78 ERSR act	-2%	9%	-7%	-4%	2%
12-LOX inh	?	2%	32%[activator]	-15%	1%
RGS4 inhibitor	-3%	-33%	5%	-7%	19%
Vif-A3G inh	4%	2%	1%	1%	2%
LDHA block	-5	0	-8	-9	-8

[11] NS(=O)(=O)c1ccc(CNC(=O)C2CCCCC2)cc1
[12] CCCCNC1CCS(=O)(=O)C1 (stereo not drawn)
[13] Cc1cccc(OCc2nnc(SCC(=O)N3CCCCC3)o2)c1
[14] COc1ccccc1-c1nn(CCC(=O)Nc2cccc(C(C)=O)c2)c2nc(C)cc(C)c12
[15] COc1ccc(OC)c(S(=O)(=O)NC(=O)C2(C)CCN2C(=O)c2ccco2)c1 (stereo not drawn)
Screen / compound no.	11	12	13	14	15
Vif-APOBEC3F blk	-1%	7%	0%	-1%	/
ERG Ets-DNA blk	-7%	/	6%	-8%	/
D2 antag	-1	-8	-14	/	/
D2 agonist	0.1	-2.0	0.2	0.9	/
GRP78 ERSR act	-4%	3%	0%	-4%	0%
12-LOX inh	28%	2%	-5%	?	?
RGS4 inhibitor	-18%	1%	-7%	-30%	/
Vif-A3G inh	1%	2%	1%	-11%	2%
LDHA block	-4	-3	-9	0	-1

[16] Cc1ccc(OCCCNC2CCCC2)cc1
[17] COc1ccc(C2CC(C(F)(F)F)n3nc(C(N)=O)c(Cl)c3N2)cc1OC (stereo not drawn)
[18] CN(C(=O)COc1ncnc2c1cnn2-c1ccccc1)C1CCCCC1
[19] Cc1nn(CC(=O)N/N=C/c2ccc3c(c2)OCO3)c(C)c1Br
[20] Cc1ccc(N2C(=O)c3ccc(C(=O)O)cc3C2=O)cc1C
Screen / compound no.	16	17	18	19	20
Vif-APOBEC3F blk	-4%	6%	5%	3%	8%
ERG Ets-DNA blk	-7%	0%	-1%	4%	-9%
D2 antag	-9	10	-8	-7	-6
D2 agonist	-0.3	-0.9	0.4	0.5	0.2
GRP78 ERSR act	-3%	-2%	-1%	-1%	-4%
12-LOX inh	-18%	-3%	-4%	-18%	-6%
RGS4 inhibitor	10%	-1%	-22%	4%	11%
Vif-A3G inh	1%	0%	-4%	-18%	2%
LDHA block	-5	1	-3	-1	6

[21] NS(=O)(=O)c1ccc(NC(=O)Cn2ncc3c2-c2ccccc2OC3)cc1
[22] Cc1ccc(NC(=O)C2CCCCC2C(=O)O)cc1C (stereo not drawn)
[23] Cc1ccccc1N(CC(=O)NC1CCCC1)C(=O)c1oc(C(C)(C)C)cc1C
[24] Cc1ccccc1C(=O)O/N=C/c1c(N2CCOCC2)n(C)c2ccccc12
[25] O=C(NCc1ccccc1)c1ccc(NC(=O)c2ccco2)cc1
Screen / compound no.	21	22	23	24	25
Vif-APOBEC3F blk	-7%	3%	0%	-4%	2%
ERG Ets-DNA blk	15%	-15%	/	6%	-9%
D2 antag	29	8	/	-6	13
D2 agonist	1.0	-0.6	/	0.8	0.6
GRP78 ERSR act	-2%	-2%	-3%	0%	-1%
12-LOX inh	28%	0%	/	5%	158%[activator]
RGS4 inhibitor	-6%	18%	-12%	-15%	5%
Vif-A3G inh	3%	3%	2%	-9%	-2%
LDHA block	-34*	-6	-4	-11	-8

# Part of the list above, with tabs:
No.	mol	Vif-APOBEC3F blk	ERG Ets-DNA blk	D2 antag	D2 agonist	GRP78 ERSR act	12-LOX inh	RGS4 inhibitor	Vif-A3G inh	LDHA block
15	COc1ccc(OC)c(S(=O)(=O)NC(=O)C2(C)CCN2C(=O)c2ccco2)c1 (stereo not drawn)	/	/	/	/	0%	?	/	2%	-1
16	Cc1ccc(OCCCNC2CCCC2)cc1	-4%	-7%	-9	-0.3	-3%	-18%	10%	1%	-5
17	COc1ccc(C2CC(C(F)(F)F)n3nc(C(N)=O)c(Cl)c3N2)cc1OC (stereo not drawn)	6%	0%	10	-0.9	-2%	-3%	-1%	0%	1
18	CN(C(=O)COc1ncnc2c1cnn2-c1ccccc1)C1CCCCC1	5%	-1%	-8	0.4	-1%	-4%	-22%	-4%	-3
19	Cc1nn(CC(=O)N/N=C/c2ccc3c(c2)OCO3)c(C)c1Br	3%	4%	-7	0.5	-1%	-18%	4%	-18%	-1
20	Cc1ccc(N2C(=O)c3ccc(C(=O)O)cc3C2=O)cc1C	8%	-9%	-6	0.2	-4%	-6%	11%	2%	6
21	NS(=O)(=O)c1ccc(NC(=O)Cn2ncc3c2-c2ccccc2OC3)cc1	-7%	15%	29	1.0	-2%	28%	-6%	3%	-34*
22	Cc1ccc(NC(=O)C2CCCCC2C(=O)O)cc1C (stereo not drawn)	3%	-15%	8	-0.6	-2%	0%	18%	3%	-6
23	Cc1ccccc1N(CC(=O)NC1CCCC1)C(=O)c1oc(C(C)(C)C)cc1C	0%	/	/	/	-3%	/	-12%	2%	-4
24	Cc1ccccc1C(=O)O/N=C/c1c(N2CCOCC2)n(C)c2ccccc12	-4%	6%	-6	0.8	0%	5%	-15%	-9%	-11
25	O=C(NCc1ccccc1)c1ccc(NC(=O)c2ccco2)cc1	2%	-9%	13	0.6	-1%	158%[activator]	5%	-2%	-8

# Following part:
[26] CN(C(=O)CNC(=O)c1ccc(Br)o1)C1CCCCC1
[27] C/C(NC1CCCCC1)=C(/C#N)C(=O)NCCN1CCOCC1
[28] CC(C)c1nnc(SCC(=O)N2CCN(C(=O)c3ccco3)CC2)n1N
[29] CC(C)c1ccc(C2(C)NC(=O)N(CC(=O)NC3(C#N)CCCC3)C2=O)cc1 (stereo not drawn)
[30] CC1(c2ccc(Cl)cc2)NC(=O)N(CC(=O)Nc2ccc(F)cc2)C1=O (stereo not drawn)
Screen / compound no.	26	27	28	29	30
Vif-APOBEC3F blk	-6%	-2%	7%	-7%	0%
ERG Ets-DNA blk	3%	-7%	-5%	0%	-3%
D2 antag	18	-12	-7	-24	15
D2 agonist	0.2	0.0	2.8	-0.3	-0.5
GRP78 ERSR act	-1%	-4%	-1%	-5%	-3%
12-LOX inh	494%[activator]	150%[activator]	-9%	-26%	?
RGS4 inhibitor	15%	-10%	0%	68%[activator]	28%
Vif-A3G inh	-1%	0%	4%	2%	-5%
LDHA block	-6	-6	-5	-3	-8

[31] Cc1cc(S(=O)(=O)c2ccc(Cl)cc2)nc(S(=O)(=O)c2ccc(Cl)cc2)c1C#N
[32] COc1cc(CN2CC(=O)N(c3ccccc3Cl)C2=S)cc(OC)c1OC
[33] COC(=O)C(CC(=O)c1ccc(Br)cc1)n1cccn1 (stereo not drawn)
[34] CCN(CC)S(=O)(=O)c1ccc(OC)c(NC(=O)c2ccc(OC)c([N+](=O)[O-])c2)c1
[35] CCOc1ccc(S(=O)(=O)NCCc2sc3nc(-c4ccc(F)cc4)nn3c2C)cc1
[36] CCc1ccc(NC(=O)C2CCN(C(=O)N3CC(CC)Oc4ccccc43)CC2)cc1 (stereo not drawn)
[37] CCn1c(CNC(=O)c2ccc3c(c2)OCO3)nnc1SCC(=O)Nc1cc(C)ccc1OC
Screen / compound no.	31	32	33	34	35	36	37
Vif-APOBEC3F blk	6%	-6%	-2%	-2%	-11%	0%	3%
ERG Ets-DNA blk	/	-8%	4%	-8%	7%	0%	-1%
D2 antag	/	/	-5	/	/	/	0
D2 agonist	/	/	0.0	/	-0.2	-0.7	0.4
GRP78 ERSR act	-14%	-10%	-2%	2%	-2%	-3%	-4%
12-LOX inh	?	14%	-29%	5%	-26%	-7%	9%
RGS4 inhibitor	/	18%	?	-4%	-27%	-6%	-14%
Vif-A3G inh	?	-7%	-1%	0%	5%	0%	1%
LDHA block	-3	-10	-12	-4	-1	-1	-7

# Screens from PubChem BioAssay.

# Only part of the results is shown; the hit share may differ from the screen's.
